PRMT1 inh: PRMT1 (human) inhibition, primary screen | Q99873 | recombinant PRMT1, activity-based probe fluorescence polarization | 370,000 tested, 1.3% active | AID 652257 | inhibition, % at 2.79 µM;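 active = inhibition above about 21% made by adding two undisclosed values, limit read from the data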
Target sequence (Q99873 whole entry, looked up): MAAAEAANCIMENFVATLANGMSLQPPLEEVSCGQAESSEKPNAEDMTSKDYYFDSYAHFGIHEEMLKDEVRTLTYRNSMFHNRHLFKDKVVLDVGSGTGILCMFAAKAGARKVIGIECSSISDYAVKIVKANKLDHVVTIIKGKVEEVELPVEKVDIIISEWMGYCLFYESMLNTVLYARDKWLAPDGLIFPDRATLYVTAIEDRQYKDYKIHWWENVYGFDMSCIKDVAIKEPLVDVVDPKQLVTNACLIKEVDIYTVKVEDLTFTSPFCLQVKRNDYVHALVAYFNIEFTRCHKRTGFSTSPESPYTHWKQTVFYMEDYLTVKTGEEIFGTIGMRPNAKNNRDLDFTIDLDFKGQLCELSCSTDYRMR
UHRF1 MBD2 ctr: UHRF1 methyl-DNA binding inhibition; Q96T88; UHRF1 binding to methylated oligo, TR-FRET; inhibition, % at 4.4 µM; 370,000 tested, 0.75% active; in the data active = inhibition above about 21%;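 note: UHRF1 SRA domain binding a hemimethylated CpG hairpin DNA probe; 0% = median of test compound wells and 100% = reference inhibitor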
SIAE primary: inhibitors of human sialic acid acetylesterase SIAE; inhibition, % at 9.66 µM; SIAE FP-Rh probe binding, fluorescence polarization; AID 1053197; 370,000 tested, 0.69% active;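 active = inhibition above a cutoff: mean of compounds within the control limits plus 3 SD of those, cut at about 17% in these data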;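 note: 0% = plate median of compound wells and 100% = probe without SIAE protein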
Target sequence (Q9HAT2 whole entry, looked up): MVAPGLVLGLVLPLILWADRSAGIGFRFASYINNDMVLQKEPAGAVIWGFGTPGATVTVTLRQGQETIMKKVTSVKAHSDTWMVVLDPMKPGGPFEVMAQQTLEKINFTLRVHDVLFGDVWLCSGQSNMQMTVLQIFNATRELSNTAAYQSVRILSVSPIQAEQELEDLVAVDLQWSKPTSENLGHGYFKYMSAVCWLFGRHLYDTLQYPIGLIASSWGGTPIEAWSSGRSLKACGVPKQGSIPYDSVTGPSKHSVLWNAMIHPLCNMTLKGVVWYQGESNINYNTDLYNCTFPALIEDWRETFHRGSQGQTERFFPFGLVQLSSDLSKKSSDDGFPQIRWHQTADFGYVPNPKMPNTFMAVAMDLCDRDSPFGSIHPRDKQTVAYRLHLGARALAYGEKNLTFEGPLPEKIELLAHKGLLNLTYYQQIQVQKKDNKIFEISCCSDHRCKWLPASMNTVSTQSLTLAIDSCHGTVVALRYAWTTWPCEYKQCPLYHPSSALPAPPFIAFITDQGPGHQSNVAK
TDP2 inh: blocks human TDP2 phosphodiesterase activity. recombinant TDP2, T5PNP hydrolysis, p-nitrophenol absorbance 415 nm. inhibition, % at 12.8 µM. 370,000 tested, 0.34% active. AID 720702;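 active = inhibition above the mean of all tested compounds plus 3 SD, set per campaign, cut at about 25% in these data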;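 note: 0% = DMSO with enzyme and 100% = buffer with substrate but no TDP2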
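Incubation: 2 h at 37 °C; Test system: recombinant human TDP2; Quantity: enzyme 120 nM; Read-out basis: percent inhibition; Medium: 50 mM Tris-HCl pH 7.5 with Mg2+, KCl, DTT, BSA; Repeats: single replicate; Compound: 12.8 µM single point, 1% DMSO; Signal: epi absorbance; Reagent: 5 mM T5PNP chromogenic substrate; Benchmarks: no-enzyme high, DMSO-plus-enzyme low.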
ABHD4 inh: ABHD4 (mouse) inhibition, primary FP screen | 370,000 tested, 0.54% active | inhibition, % at 8.92 µM | purified mABHD4, FP-Rh probe fluorescence polarization;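 active = inhibition exceeding the mean over every tested compound plus 3 SD, cut at about 30% in these data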;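 note: 0% = plate median of compound wells and 100% = S159A mutant with DMSO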
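Assay system: Wild-type mouse ABHD4 protein | Medium: HEPES pH 7.0 buffer, 150 mM NaCl, 0.01% Pluronic F-127 | Incubation: Enzyme–compound pre-incubation 45 min, then probe 60 min, both 25 °C | Technique: Fluorescence polarization with parallel and perpendicular emission, 525/598 nm | Evaluation: % inhibition of FP-Rh probe binding versus controls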
LEDGF integ inh: blocks HIV-1 LEDGF/p75-dependent DNA integration | TR-FRET IN-LEDGF/p75 DNA integration, Eu/Cy5 | inhibition, % at 3.7 µM | 370,000 tested, 0.64% active;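 active = inhibition above the screen-wide mean plus 3 SD, cut at about 13% in these data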;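 note: signal is the Cy5 over europium emission ratio at 671 and 618 nm; 0% = plate median of compound wells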
TCR CD3 inh: blocks the human TCR-CD3 interaction; TAMRA-labeled TCR probe fluorescence, biochemical; inhibition, % at 9.4 µM; 360,000 tested, 0.37% active; AID 651800; in the data active = inhibition above about 19%;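 note: recombinant mutant TCR 2C K166C tagged with TAMRA read by polarization; 0% = receptor in buffer alone and 100% = receptor with positive control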
HTRA1 inh: HTRA1 (human) protease inhibition; Q92743; recombinant HTRA1, FP-rhodamine activity-based probe, fluorescence polarization; 340,000 tested, 0.5% active; inhibition, % at 5.96 µM; AID 504803; in the data active = inhibition above about 36%;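 note: 0% = enzyme with DMSO and 100% = wells lacking enzyme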
DDE Tn7 FP inh: disrupts Tn7 cyclic peptide binding to fibrin D-Dimer-E complex; 370,000 tested, 0.13% active; inhibition, % at 8.3 µM; FP displacement of FITC-Tn7 peptide from fibrin DD(E); 0% = median of compound wells per plate; AID 720508; P02675;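 active = inhibition above the mean of compounds falling within the control limits plus 3 SD of them, cut at about 14% in these data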;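 note: 0% = plate median of compound wells and 100% = 10 µM Aha-Tn7 peptide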
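Test system – human fibrin DD(E) · Times – 10 min preincubation, 3 h with tracer, room temperature · Detection – fluorescence polarization of the labelled Tn7 tracer · Measure – percent inhibition normalized to high-control wells · Benchmarks – high control wells with 10 µM unlabelled Aha-Tn7 peptide (full inhibition) · Repeats – singlicate testing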
PG9 Ab binder: small molecules binding HIV-1 gp120 antibody PG9. TR-FRET gp120-PG9 antibody binding. inhibition, % at 6.7 µM. 360,000 tested, 0.43% active. AID 624416; in the data active = inhibition above about 8.5%
* = called active by the depositor. This is a random part of the collection; overall some 4.2% were active at least once.

For CN1CCN(C(=O)c2cccc(-c3cc(O)c4ncccc4c3)c2)CC1 the results were PRMT1 inh -3, UHRF1 MBD2 ctr -7, SIAE primary 5, TDP2 inh -9, ABHD4 inh 8, LEDGF integ inh -5, TCR CD3 inh 0, HTRA1 inh 25, DDE Tn7 FP inh -2 and PG9 Ab binder 0.1.
`NCC1CCC(C(=O)Oc2ccc(CCC(=O)O)cc2)CC1` (stereo not given) gave PRMT1 inh -7, UHRF1 MBD2 ctr 3, SIAE primary -3, TDP2 inh 3, ABHD4 inh -2, LEDGF integ inh 4, TCR CD3 inh 5, HTRA1 inh 1, DDE Tn7 FP inh 3 and PG9 Ab binder 2.6.
Screening CCOC(=O)N1CCN(C/C(Cl)=C/c2ccccc2)CC1 returned PRMT1 inh 2, UHRF1 MBD2 ctr 3, SIAE primary -12, TDP2 inh -18, ABHD4 inh 2, LEDGF integ inh 4, TCR CD3 inh 2, HTRA1 inh 2, DDE Tn7 FP inh 6 and PG9 Ab binder -2.2.
Cc1ccccc1C(=O)Nc1ccc2c(c1)C(=O)NC2=O was read as PRMT1 inh -2, UHRF1 MBD2 ctr 1, SIAE primary 2, TDP2 inh -3, ABHD4 inh 1, LEDGF integ inh 2, TCR CD3 inh 9, HTRA1 inh -7, DDE Tn7 FP inh 2 and PG9 Ab binder 1.0.
`O=C(Nc1cccc2ccccc12)N1CCN(c2ncccn2)CC1` gave PRMT1 inh -3, UHRF1 MBD2 ctr -1, SIAE primary 8, TDP2 inh 9, ABHD4 inh -1, LEDGF integ inh 2, TCR CD3 inh 0, HTRA1 inh 5, DDE Tn7 FP inh 2 and PG9 Ab binder -0.1.
For Cc1ccc(CNCc2ccco2)cc1 the results were PRMT1 inh 0, UHRF1 MBD2 ctr 1, SIAE primary -5, TDP2 inh 13, ABHD4 inh 11, LEDGF integ inh -1, TCR CD3 inh -1, HTRA1 inh 5, DDE Tn7 FP inh 7 and PG9 Ab binder 0.4.
`O=C(CCN1C(=O)C2CCCCC2C1=O)NNC(=O)c1cccc(Cl)c1` (stereo not given) gave PRMT1 inh 2, UHRF1 MBD2 ctr 0, SIAE primary 1, TDP2 inh 4, ABHD4 inh 8, LEDGF integ inh -1, TCR CD3 inh 3, HTRA1 inh 0, DDE Tn7 FP inh -7 and PG9 Ab binder 0.9.
Screening O=C(CNc1cccc(S(=O)(=O)N2CCCCC2)c1)Nc1cccc(F)c1 returned PRMT1 inh 2, UHRF1 MBD2 ctr -3, SIAE primary 2, TDP2 inh -2, ABHD4 inh -9, LEDGF integ inh 3, TCR CD3 inh 10, HTRA1 inh -17, DDE Tn7 FP inh -5 and PG9 Ab binder 1.1.
For COc1ccc(CN(C)C(=O)c2ccc(OCC(=O)Nc3cccc(C(F)(F)F)c3)c(OC)c2)cc1 the results were PRMT1 inh 2, UHRF1 MBD2 ctr 0, SIAE primary -7, TDP2 inh 1, ABHD4 inh -17, LEDGF integ inh 9, TCR CD3 inh -5, HTRA1 inh -25, DDE Tn7 FP inh 7 and PG9 Ab binder 1.5.
For COc1ccc(CN2CC(=O)N(c3ccc(C)c(C)c3)C2=S)cc1OC the results were PRMT1 inh 3, UHRF1 MBD2 ctr 4, SIAE primary -5, TDP2 inh 0, ABHD4 inh -2, LEDGF integ inh -6, TCR CD3 inh -4, HTRA1 inh 2, DDE Tn7 FP inh -2 and PG9 Ab binder -0.1.
For COc1ccc(-c2sc3ccc(N4CCOCC4)cc3c2C#Cc2ccsc2)cc1 the results were PRMT1 inh 2, UHRF1 MBD2 ctr 1, SIAE primary -7, TDP2 inh -7, ABHD4 inh -5, LEDGF integ inh 1, TCR CD3 inh -8, HTRA1 inh -12, DDE Tn7 FP inh 10 and PG9 Ab binder 1.7.
O=C(NC(Cc1ccc(O)cc1)C(=O)O)c1ccco1 (stereo not given) was read as PRMT1 inh -1, UHRF1 MBD2 ctr 0, SIAE primary 2, TDP2 inh -6, ABHD4 inh -1, LEDGF integ inh 1, TCR CD3 inh 6, HTRA1 inh -2, DDE Tn7 FP inh -1 and PG9 Ab binder -1.7.
For N#Cc1ccccc1S(=O)(=O)Nc1ccc2c(c1)C(=O)OC2 the results were PRMT1 inh -4, UHRF1 MBD2 ctr 1, SIAE primary 1, TDP2 inh -4, ABHD4 inh -6, LEDGF integ inh 2, TCR CD3 inh 3, HTRA1 inh 4, DDE Tn7 FP inh 3 and PG9 Ab binder -1.3.
COc1ccc(CCNCC(O)COc2c(C)cccc2C)cc1OC (stereo not given) was read as PRMT1 inh 0, UHRF1 MBD2 ctr -3, SIAE primary 4, TDP2 inh 14, ABHD4 inh 3, LEDGF integ inh -4, TCR CD3 inh 9, HTRA1 inh 6, DDE Tn7 FP inh 2 and PG9 Ab binder 0.0.
Screening CCCc1cc2c(cc1NC(=O)Cc1ccccc1)OCO2 returned PRMT1 inh 2, UHRF1 MBD2 ctr -1, SIAE primary -2, TDP2 inh -2, ABHD4 inh -5, LEDGF integ inh 2, TCR CD3 inh 0, HTRA1 inh -1, DDE Tn7 FP inh 2 and PG9 Ab binder 2.9.
Screening O=C(Cc1ccc(Cl)cc1)NCC(=O)N1CCCCC1 returned PRMT1 inh -10, UHRF1 MBD2 ctr 0, SIAE primary 4, TDP2 inh -5, ABHD4 inh 1, LEDGF integ inh 4, TCR CD3 inh 0, HTRA1 inh 7, DDE Tn7 FP inh -4 and PG9 Ab binder -0.9.
For COc1ccc(OC)c(S(=O)(=O)Nc2ccccc2C(=O)N2CCCCC2)c1 the results were PRMT1 inh -2, UHRF1 MBD2 ctr -2, SIAE primary 0, TDP2 inh -2, ABHD4 inh 6, LEDGF integ inh 2, TCR CD3 inh 1, HTRA1 inh 2, DDE Tn7 FP inh -4 and PG9 Ab binder 1.2.
For Cc1cc(C)cc(NC(=S)N2CCN(C(=O)c3ccco3)CC2)c1 the results were PRMT1 inh -8, UHRF1 MBD2 ctr -1, SIAE primary -3, TDP2 inh 10, ABHD4 inh 4, LEDGF integ inh 4, TCR CD3 inh 2, HTRA1 inh 1, DDE Tn7 FP inh 4 and PG9 Ab binder -0.3.
For COc1cc(NC(=O)c2cc(C)nc3ccccc23)cc(OC)c1 the results were PRMT1 inh 0, UHRF1 MBD2 ctr 1, SIAE primary 7, TDP2 inh 10, ABHD4 inh 0, LEDGF integ inh -3, TCR CD3 inh -4, HTRA1 inh -7, DDE Tn7 FP inh -2 and PG9 Ab binder 1.3.
For CCc1nnc(NC(=O)[C@@H](NC(=O)c2ccc(C(C)(C)C)cc2)C(C)C)s1 the results were PRMT1 inh 0, UHRF1 MBD2 ctr 1, SIAE primary -2, TDP2 inh 7, ABHD4 inh 1, LEDGF integ inh 1, TCR CD3 inh 9, HTRA1 inh -10, DDE Tn7 FP inh 0 and PG9 Ab binder -1.8.
Cc1nn(C)c(C)c1NC(=O)COc1ccccc1C#N was read as PRMT1 inh 2, UHRF1 MBD2 ctr -1, SIAE primary -3, TDP2 inh 4, ABHD4 inh 1, LEDGF integ inh -1, TCR CD3 inh 0, HTRA1 inh 3, DDE Tn7 FP inh 5 and PG9 Ab binder 1.3.
`COc1cc2c(cc1OC)CN(S(=O)(=O)c1ccc3c(c1)OCCO3)CC2` gave PRMT1 inh 2, UHRF1 MBD2 ctr 3, SIAE primary -1, TDP2 inh -5, ABHD4 inh -4, LEDGF integ inh -6, TCR CD3 inh -5, HTRA1 inh -5, DDE Tn7 FP inh 6 and PG9 Ab binder 0.3.
`CC1(C)CC(NC(=O)CCc2ccccc2)CC(C)(C)N1` gave PRMT1 inh 0, UHRF1 MBD2 ctr -2, SIAE primary -2, TDP2 inh 14, ABHD4 inh 0, LEDGF integ inh -4, TCR CD3 inh 1, HTRA1 inh 1, DDE Tn7 FP inh 0 and PG9 Ab binder -0.6.
For CCn1c(CC(=O)Nc2ccccc2Cl)nnc1SCC(=O)NC1CCCC1 the results were PRMT1 inh -2, UHRF1 MBD2 ctr -1, SIAE primary 0, TDP2 inh 3, ABHD4 inh -8, LEDGF integ inh -1, TCR CD3 inh 1, HTRA1 inh 7, DDE Tn7 FP inh -4 and PG9 Ab binder 0.5.
CC(O)(c1ccccc1)c1nc(-c2csc3ccccc23)cs1 (stereo not given) was read as PRMT1 inh -5, UHRF1 MBD2 ctr -2, SIAE primary 0, TDP2 inh 2, ABHD4 inh -31, LEDGF integ inh -2, TCR CD3 inh -1, DDE Tn7 FP inh 1 and PG9 Ab binder 1.0.
Screening C=CCc1cccc(/C=N/c2ncn[nH]2)c1O returned PRMT1 inh -1, UHRF1 MBD2 ctr -1, SIAE primary 2, TDP2 inh 2, ABHD4 inh 3, LEDGF integ inh -3, TCR CD3 inh 0, HTRA1 inh 0, DDE Tn7 FP inh 10 and PG9 Ab binder 0.2.
Screening CC(C)CN(C(=O)CCCc1nc2ccccc2c(=O)[nH]1)c1c(N)n(Cc2ccccc2)c(=O)[nH]c1=O returned PRMT1 inh 0, UHRF1 MBD2 ctr 0, SIAE primary -2, TDP2 inh 3, ABHD4 inh 0, LEDGF integ inh 3, TCR CD3 inh 5, HTRA1 inh 2, DDE Tn7 FP inh -11 and PG9 Ab binder -2.4.

Sorted by length of the SMILES (high to low): 4 of the compounds above.
`COc1cc2c(cc1OC)CN(S(=O)(=O)c1ccc3c(c1)OCCO3)CC2` gave PRMT1 inh 2, UHRF1 MBD2 ctr 3, SIAE primary -1, TDP2 inh -5, ABHD4 inh -4, LEDGF integ inh -6, TCR CD3 inh -5, HTRA1 inh -5, DDE Tn7 FP inh 6 and PG9 Ab binder 0.3.
For CCn1c(CC(=O)Nc2ccccc2Cl)nnc1SCC(=O)NC1CCCC1 the results were PRMT1 inh -2, UHRF1 MBD2 ctr -1, SIAE primary 0, TDP2 inh 3, ABHD4 inh -8, LEDGF integ inh -1, TCR CD3 inh 1, HTRA1 inh 7, DDE Tn7 FP inh -4 and PG9 Ab binder 0.5.
For Cc1cc(C)cc(NC(=S)N2CCN(C(=O)c3ccco3)CC2)c1 the results were PRMT1 inh -8, UHRF1 MBD2 ctr -1, SIAE primary -3, TDP2 inh 10, ABHD4 inh 4, LEDGF integ inh 4, TCR CD3 inh 2, HTRA1 inh 1, DDE Tn7 FP inh 4 and PG9 Ab binder -0.3.
Screening C=CCc1cccc(/C=N/c2ncn[nH]2)c1O returned PRMT1 inh -1, UHRF1 MBD2 ctr -1, SIAE primary 2, TDP2 inh 2, ABHD4 inh 3, LEDGF integ inh -3, TCR CD3 inh 0, HTRA1 inh 0, DDE Tn7 FP inh 10 and PG9 Ab binder 0.2.
